Bioassay records as filed in PubChem BioAssay.
NF-kB neuron act: NF-kB expression increase, human neuronal cells | fold change at 12.5 µM | AID 1239 | 190,000 compounds, 1.6% hits | NF-kB reporter expression; stronger effect = higher value; in the data active means fold change above about 3.3
STAT3 blocker: inhibitors of IL-6 induced STAT3 signaling. 190,000 compounds, 0.89% hits. inhibition, % at 5.5 µM. U3A cells, IL-6 STAT3-luciferase reporter, luminescence; host cell line lacks STAT1. AID 862;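 active means inhibition above the mean inhibition across all screened compounds plus 3 SD, cut at about 44% in these data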;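 further: 0% = DMSO only wells and 100% = 100 µM nifuroxazide control wells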
Hsp70 act: Hsp70 transcriptional activation, primary screen; activation, % at 10 µM; 200,000 compounds, 0.04% hits; HeLa Hsp70 promoter luciferase reporter, luminescence; scaled: vehicle 0, proteasome-inhibitor control 100%; AID 1203;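 active means activation above the mean across all tested compounds plus 3 SD, cutoff set per campaign, cut at about 5.5% in these data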;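 further: 100% = MG132 at 30 µM as the positive control and 0% = DMSO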
STAT1 act: activators of IFN-gamma induced STAT1 signaling. activation (% of control), % at 5.5 µM. AID 932. 200,000 compounds, 2.6% hits. NIH 3T3 STAT1-luciferase reporter, luminescence; 100% = IFN-gamma alone, no compound;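 active means activation above the screen-wide mean activation plus 3 SD, cut at about 130% in these data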;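 further: raw ratio to IFN-gamma control signal so 100% means no change and 0% no light; values of inactives mirror those of a sister screen read the other way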
APP 5'UTR act: APP 5'UTR luciferase reporter activation; 190,000 compounds, 1% hits; AID 1276; activation, % at 2 µM; SH-SY5Y APP 5'UTR luciferase reporter, luminescence; zero percent = DMSO vehicle wells;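 active means activation above a set limit, based on mean plus 3 SD of controls, cut at about 140% in these data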; further: values of inactives mirror those of a sister screen read the other way
STAT1 blocker: reduces IFN-gamma driven STAT1 reporter signal. NIH 3T3 STAT1-luciferase reporter, luminescence. inhibition, % at 5.5 µM. 200,000 compounds, 0.35% hits. AID 920;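 active means inhibition above a set limit, the mean inhibition across all tested compounds plus 3 SD, cut at about 34% in these data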;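 further: 0% = IFN-gamma with DMSO and 100% = IFN-gamma with 300 µM nifuroxazide; values of inactives mirror those of a sister screen read the other way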
RAM network inh: inhibitors of the yeast RAM network; S. cerevisiae dse1pr::URA3 reporter, 5-FOA growth OD615, 2 d; analog-sensitive cbk1-as2 kinase mutant strain; inhibition, % at 50 µM; 190,000 compounds, 1.8% hits; AID 868;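 active means inhibition above a set limit, 3 SD over mean compound inhibition, cut at about 8.4% in these data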;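 further: 0% = DMSO-only wells with no growth and 100% = 10 µM 1-NA-PP1 full growth; inhibition rescues growth on 5-FOA so higher OD means more RAM inhibition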
APP 5UTR inh: APP translation inhibition. AID 1285. SH-SY5Y APP 5'UTR-luciferase reporter, luminescence. inhibition, % at 2 µM. 190,000 compounds, 0.82% hits;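 active means inhibition above a set limit, derived from the sample mean plus 3 SD, cut at about 45% in these data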; further: values of inactives mirror those of a sister screen read the other way
FLuc inhib CS: Photinus pyralis luciferase inhibition counter-screen. P08659. ATPLite firefly luciferase biochemical luminescence, 10 min. inhibition, % at 10 µM. 200,000 compounds, 1.5% hits. AID 1006;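 active means inhibition above about 50% when tested at 10 µM, limit read from the data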
Target sequence (P08659 whole entry, looked up): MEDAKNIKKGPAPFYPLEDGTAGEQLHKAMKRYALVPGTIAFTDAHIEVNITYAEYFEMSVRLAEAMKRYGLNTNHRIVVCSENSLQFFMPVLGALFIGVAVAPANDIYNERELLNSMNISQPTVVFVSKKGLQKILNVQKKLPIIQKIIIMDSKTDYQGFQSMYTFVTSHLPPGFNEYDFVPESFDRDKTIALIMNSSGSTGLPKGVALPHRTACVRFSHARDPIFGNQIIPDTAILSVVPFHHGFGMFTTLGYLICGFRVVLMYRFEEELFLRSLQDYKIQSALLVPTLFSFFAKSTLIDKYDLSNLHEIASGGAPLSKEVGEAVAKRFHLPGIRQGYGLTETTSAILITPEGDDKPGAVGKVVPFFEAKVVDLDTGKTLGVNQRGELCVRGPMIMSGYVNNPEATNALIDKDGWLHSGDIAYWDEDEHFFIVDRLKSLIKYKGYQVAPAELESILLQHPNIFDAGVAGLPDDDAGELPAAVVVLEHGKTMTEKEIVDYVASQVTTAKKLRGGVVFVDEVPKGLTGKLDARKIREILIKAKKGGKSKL
STAT3 activator: STAT3 signaling activation; 190,000 compounds, 0.91% hits; activation (% of control), % at 5.6 µM; U3A cells, IL-6 STAT3-luciferase reporter, luminescence; 100% = signal with IL-6 EC80 alone;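 active means activation above the screen-wide mean of compound activation plus 3 SD, cut at about 130% in these data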;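 further: 0% = background luminescence of wells with medium and substrate only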
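Detection: reporter luminescence signal / Assay system: STAT1-lacking human U3A cells, STAT3 luciferase reporter / Incubation: compound pre-incubation 1 h before IL-6, then 6 h stimulation at 37 °C / Control set: IL-6-only high control / Read-out: % activation relative to IL-6 control / Probe or stimulus: Interleukin-6, 33 ng/mL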
* marks the source's active call; other numbers are inactive results; i = inactive; / = not tested or not shown; & = joins results of further samples.

1) COc1ccc(/C(O)=C2/C(=O)C(=O)N(CCN(C)C)C2c2cccnc2)cc1C (stereo unspecified)
2) O=C(Cc1c(F)cccc1Cl)NCCCn1ccnc1
3) Cc1cc(C)c(NC(=O)CS)c(Cl)c1
4) O=C(COC(=O)/C=C/c1cccc(C(F)(F)F)c1)NCc1ccccc1
5) CC(C)(C)Sc1ccc(N)nc1
6) COc1cc(/C=N/NC(=O)Cc2ccccc2)ccc1Oc1ccc([N+](=O)[O-])cc1[N+](=O)[O-]
7) CCOc1ccc(C(C)=O)cc1N1C(=O)C2C3C=CC(C3=C(C)C)C2C1=O (stereo unspecified)
8) CCOC(=O)c1ccccc1OCc1cc(/C=N/n2cnnc2)ccc1OC
9) CN(C)C(=O)COc1ccc(Oc2ccccc2)cc1
10) O=S1(=O)N=C(Nc2ccc(S(=O)(=O)N3CCCCC3)cc2)c2ccccc21
compound no.	1	2	3	4	5	6	7	8	9	10
NF-kB neuron act	1.2	0.97	1.1	0.98	1.2	1.2	0.67	0.52	1.4	1.1
RAM network inh	2.0	0.0	2.7	2.2	0.5	1.3	1.4	3.1	-0.5	-0.5
APP 5'UTR act	2	1	12	11	-1	7	6	3	-10	13
FLuc inhib CS	0	-4	-4	-7	2	3	-9	3	6	-8
STAT3 blocker	3	11	8	15	6	-5	13	3	5	28
STAT3 activator	100	97	97	88	101	103	92	102	99	82
STAT1 blocker	1	3	5	-9	-13	-3	4	-3	-14	12
STAT1 act	97	97	93	108	112	103	96	103	111	90
APP 5UTR inh	-2	-1	-12	-12	1	-7	-6	-3	10	-13
Hsp70 act	0.6	-0.1	-0.1	-0.5	-0.3	-0.1	0.4	-0.1	0.2	-0.4

Three entries from above, with two lines to a compound:
The line under a structure holds: NF-kB neuron act	RAM network inh	APP 5'UTR act	FLuc inhib CS	STAT3 blocker	STAT3 activator	STAT1 blocker	STAT1 act	APP 5UTR inh	Hsp70 act
(9) CN(C)C(=O)COc1ccc(Oc2ccccc2)cc1
  1.4	-0.5	-10	6	5	99	-14	111	10	0.2
(2) O=C(Cc1c(F)cccc1Cl)NCCCn1ccnc1
  0.97	0.0	1	-4	11	97	3	97	-1	-0.1
(7) CCOc1ccc(C(C)=O)cc1N1C(=O)C2C3C=CC(C3=C(C)C)C2C1=O (stereo unspecified)
  0.67	1.4	6	-9	13	92	4	96	-6	0.4

The list goes on:
11) CC(C)(C)NS(=O)(=O)c1ccc(CCC(=O)NCc2cccnc2)cc1
12) CC(C)c1[nH]nc2c1C(c1cccs1)C(C#N)=C(N)O2 (stereo unspecified)
13) COc1cccc(NC(=O)N2CCN(c3cccc(C)c3)C(C)C2)c1 (stereo unspecified)
14) CN(CC(=O)NC1CCCCC1)S(=O)(=O)c1cccc2nsnc12
15) O=C(CCSCCc1ccccn1)Nc1ccccn1
16) Cc1nnc2sc(-c3ccccn3)nn12
17) COc1cc(OC)c(C(=O)OC(C)C(=O)Nc2cccc(C(F)(F)F)c2)cc1OC (stereo unspecified)
18) CC(C)C(=O)Nc1nnc(SCC(=O)Nc2ccc3c(c2)OCO3)s1
19) CCOC(=O)C1C(=O)NC(N2CCOCC2)=NC1C(C)C (stereo unspecified)
20) Cc1ccc(-n2ncc(C(=O)O)c2C2CCN(C(=O)OC(C)(C)C)CC2)cc1
compound no.	11	12	13	14	15	16	17	18	19	20
NF-kB neuron act	1.1	1	1.3	1.1	1	1.3	0.92	1.2	1.1	1.1
RAM network inh	1.2	2.6	0.8	1.9	0.0	1.6	1.9	3.1	-0.3	-0.1
APP 5'UTR act	3	12	-4	-8	18	15	-1	1	-1	-1
FLuc inhib CS	0	-3	1	-9	5	-2	-10	2	0	-3
STAT3 blocker	-14	-3	12	-1	1	11	2	-5	-10	7
STAT3 activator	113	105	93	104	102	95	100	106	110	99
STAT1 blocker	-6	18	-15	1	1	1	-1	-5	-1	-4
STAT1 act	106	83	114	99	99	100	101	104	101	104
APP 5UTR inh	-3	-12	4	8	-18	-15	1	-1	1	1
Hsp70 act	-0.2	0.2	-0.2	0.3	0.2	-0.1	-0.3	0.0	0.4	-0.1

21) COC(=O)c1[nH]c2ccc(C)cc2c1NC(=O)Oc1ccccc1
22) COC(=O)C(CCSC)NC(=O)Cn1ncc2c(=O)oc3ccccc3c21 (stereo unspecified)
23) O=C(N/N=C/c1ccc(COc2ccc(Br)cc2)o1)c1ccco1
24) COC(=O)C1=C(C)N(Cc2ccccc2)C(=O)N[C@H]1c1ccccc1
25) CCc1nn(C)c(N)c1C
26) Fc1ccc(CSc2nsc(SCc3ccc(F)cc3)n2)cc1
27) Nc1cc(=O)[nH]c(SCC(=O)Nc2ccccc2Sc2ccc(Cl)cc2)n1
28) COCCNC(=O)c1nn(-c2cc(OC)cc(OC)c2)c(=O)c2ccccc12
29) Cc1cc(N)n(-c2cc(C)c3ccccc3n2)n1
30) C=CCc1cc(C=O)cc(OCC)c1OCc1ccc(Cl)cc1
compound no.	21	22	23	24	25	26	27	28	29	30
NF-kB neuron act	1.9	1	0.96	1.1	1.1	1.4	1.1	1.1	4.5*	0.98
RAM network inh	2.4	1.1	8.2	0.4	-0.7	2.0	3.9	1.4	3.4	0.0
APP 5'UTR act	35	11	7	5	20	13	33	12	137*	-8
FLuc inhib CS	-2	-2	-5	-1	-1	-6	-1	-2	84*	-5
STAT3 blocker	-5	9	7	9	-4	13	18	11	3	-10
STAT3 activator	112	96	96	90	108	94	89	96	102	107
STAT1 blocker	-11	-2	-13	11	2	2	-1	2	-13	1
STAT1 act	110	102	111	90	97	98	100	100	112	99
APP 5UTR inh	-35	-11	-8	-5	-20	-13	-33	-12	-137	8
Hsp70 act	0.3	-0.2	-0.3	-0.1	-0.1	0.2	-0.2	0.2	0.3	-0.2

31) O=C(NCCN1C(=O)S/C(=C\c2cccnc2)C1=O)c1cccc(OC(F)F)c1
32) COCC(C)NC(=O)C(C)Oc1ccccc1 (stereo unspecified)
33) CCc1nnc(NC(=O)[C@@H]2CCCN2S(=O)(=O)c2ccc3c(c2)OCCO3)s1
34) Cc1noc(C)c1C(=O)OCC(=O)Nc1ccccc1C(=O)NC(C)c1ccccc1 (stereo unspecified)
35) CC1(C)CC(=O)C(C(=O)CCCCC(=O)C2C(=O)CC(C)(C)CC2=O)C(=O)C1
36) Cc1cccc(NC(=O)c2cnc3ccccn3c2=O)c1
37) O=C(c1ccccc1)c1ccc(O)cc1O
38) CC1CN(C(=O)CCc2ccccc2)C(C)CN1C(=O)CCc1ccccc1 (stereo unspecified)
39) O=C(CCc1nc2ccccc2[nH]c1=O)N/N=C/c1ccccc1
40) CC(C)(C)C(=O)Nc1cc(C(F)(F)F)ccc1-n1ccnc1
compound no.	31	32	33	34	35	36	37	38	39	40
NF-kB neuron act	1.1	1.4	1.1	1.3	0.98	2.2	1.4	1.6	1.2	1
RAM network inh	3.3	0.0	2.9	2.6	1.2	3.4	0.8	-0.4	0.5	1.9
APP 5'UTR act	8	22	-8	-12	-1	113	8	-6	28	14
FLuc inhib CS	-8	-4	-3	-4	-8	84*	0	-5	0	-8
STAT3 blocker	-9	5	5	0	3	32	13	7	0	4
STAT3 activator	105	100	99	104	101	74	99	97	103	96
STAT1 blocker	-1	3	1	4	-1	-21	1	0	-5	5
STAT1 act	101	98	99	97	103	117	98	100	105	96
APP 5UTR inh	-8	-22	8	12	1	-113	-8	6	-28	-14
Hsp70 act	0.1	0.0	-0.3	-0.1	-0.2	0.0	0.2	0.0	-0.3	-0.2

Some of these compounds in order of their number in STAT1 act, largest number first:
| cpd | compound | NF-kB neuron act | RAM network inh | APP 5'UTR act | STAT3 activator | STAT1 blocker | STAT1 act | APP 5UTR inh | Hsp70 act |
| --- | --- | --- | --- | --- | --- | --- | --- | --- | --- |
| 36 | Cc1cccc(NC(=O)c2cnc3ccccn3c2=O)c1 | 2.2 | 3.4 | 113 | 74 | -21 | 117 | -113 | 0.0 |
| 35 | CC1(C)CC(=O)C(C(=O)CCCCC(=O)C2C(=O)CC(C)(C)CC2=O)C(=O)C1 | 0.98 | 1.2 | -1 | 101 | -1 | 103 | 1 | -0.2 |
| 31 | O=C(NCCN1C(=O)S/C(=C\c2cccnc2)C1=O)c1cccc(OC(F)F)c1 | 1.1 | 3.3 | 8 | 105 | -1 | 101 | -8 | 0.1 |

Continuation:
41) Cc1ccccc1C1NC(=S)NC2=C1C(=O)CC(C)(C)C2 (stereo unspecified)
42) COc1cccc(C2Cc3ccccc3C(=O)O2)c1 (stereo unspecified)
43) CNCCCC12CCC(c3ccccc31)c1ccccc12
44) CCn1nc(C)c(/C=N\NC(=O)c2ccc3c(c2)OCO3)c1C
45) C=CCOc1nc2c(c(=O)n(C)c(=O)n2C)n1Cc1ccccc1Cl
46) Cc1cccc(C(=O)Nc2nnc(C3=COCCO3)o2)c1
47) CCOC(=O)c1ccccc1NC(=O)Cn1cnc2c(cnn2-c2ccccc2)c1=O
48) Cc1cccc(CSCc2ccc(C(=O)NC3CCCC3)o2)c1
49) COC(=O)c1cc2occc2n1CC(=O)Nc1ccc(C)cc1C
50) O=C(Nc1ccccc1N1CCN(C(=O)c2ccccc2)CC1)c1cc2ccccc2o1
compound no.	41	42	43	44	45	46	47	48	49	50
NF-kB neuron act	1.2	1.3	i	0.49	0.86	1.2	1.1	1	0.96	0.47
RAM network inh	-1.0	0.8	0.1&-0.1	0.4	2.2	0.9	7.1	0.5	3.9	8.5*
APP 5'UTR act	1	-10	1&-3	-3	21	7	-2	-17	-6	1
FLuc inhib CS	-6	-2	-4&-7&-4	8	-3	-2	-7	-5	-6	-4
STAT3 blocker	-7	16	7&21	-2	22	-1	3	12	-9	-46
STAT3 activator	111	87	96&85	99	84	109	102	99	110	142*
STAT1 blocker	-1	-3	5&5	-8	19	2	-2	13	6	4
STAT1 act	99	103	96&95	108	85	98	102	87	95	97
APP 5UTR inh	-1	10	-1&3	3	-21	-7	2	17	6	-1
Hsp70 act	0.5	0.4	-0.4&0.1&-0.2	0.1	0.0	0.1	0.1	0.0	-0.1	-0.1

Limited to STAT1 act, for some of the entries so far:
item	SMILES	STAT1 act
44	CCn1nc(C)c(/C=N\NC(=O)c2ccc3c(c2)OCO3)c1C	108
45	C=CCOc1nc2c(c(=O)n(C)c(=O)n2C)n1Cc1ccccc1Cl	85
46	Cc1cccc(C(=O)Nc2nnc(C3=COCCO3)o2)c1	98
47	CCOC(=O)c1ccccc1NC(=O)Cn1cnc2c(cnn2-c2ccccc2)c1=O	102

Other records follow.
51) Fc1ccc(NC(=S)N2CCCC2)cc1
52) COc1nc(Nc2ccc(O)cc2)nc(OC(C(F)(F)F)C(F)(F)F)n1
53) CN1CCN(CCCCOc2ccccc2C=O)CC1
54) CCc1nnc(NC(=O)CSc2ncnc3c2cnn3-c2ccc(OC)cc2)s1
55) O=C1c2ccccc2NC(c2ccccc2Br)N1CCCN1CCOCC1 (stereo unspecified)
compound no.	51	52	53	54	55
NF-kB neuron act	/	0.74	1.7	1.2	0.94
RAM network inh	/	1.2	-0.7	2.3	0.0
APP 5'UTR act	26	-5	35	0	0
FLuc inhib CS	/	-7	4	1	-3
STAT3 blocker	-6	3	4	11	-11
STAT3 activator	114	103	100	97	105
STAT1 blocker	-4	-3	-4	11	-8
STAT1 act	104	102	102	90	107
APP 5UTR inh	-26	5	-36	0	0
Hsp70 act	-0.4	0.0	0.0	0.1	-0.4
